PriA SSB inh: inhibitors of Klebsiella pneumoniae PriA binding to SSB C-terminal tail | AlphaScreen SSBct-PriA binding, biotinylated peptide | inhibition, % at 33 µM | 430,000 compounds, 0.6% hits | AID 1272365; in the data active = inhibition mostly above about 37%, no sharp cut-off; inactive = mostly below about 20%;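 note: plate controls were negative control peptide for no effect and reference peptide for full effect; strong numbers were not always called active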
* hit, by the source's call; & = joins results of further samples. Some of the compounds tested; count on the stated rates, not on these rows.

SMILES	PriA SSB inh
Cc1nc2cc(NC(=O)c3ccc(S(=O)(=O)N(C)CC4CCCO4)cc3)ccc2s1 (stereo not drawn)	0
COc1ccc(/C=C/C(=O)NCCSc2c(-c3ccc(Cl)cc3)[nH]c3ccccc23)cc1OC	-3
COc1cc2nc(SCC(=O)c3ccc(F)cc3)n3nc(-c4ccccc4)nc3c2cc1OC	3
CC(C)(C)c1cc(N)ncn1	-16&11
Cc1ncc(CO)c(C=NNC(=O)c2ccc(O)cc2)c1O	36
Cc1ccc(F)cc1NC(=O)Cn1c(C)nc2c(sc3ccccc32)c1=O	-15
CCC(=O)Nc1ccc(S(=O)(=O)NCC2CCN(Cc3ccco3)CC2)cc1	-1
O=C(CSc1n[nH]c(=O)c2cc(-c3cccs3)nn12)N1CCCc2ccccc21	9
CC(C)(C)n1nc2c(c1NC(=O)C(=O)NCc1ccccn1)CS(=O)(=O)C2	-16
CCOc1ccc2nc(NC(=O)CS(=O)(=O)c3ccc(F)cc3)sc2c1	-10
CN(C(=O)COc1ccc(Cl)cc1Cl)C1CCCCC1	-28&-11
CC(=O)N1CCN(C(=O)C(=O)NCCc2csc(-c3ccc(F)cc3)n2)CC1	-11&2
CCN(CC)c1ccc(C(=O)NN=C(C)c2ccc(O)cc2)cc1	2
Cc1cc(NC(=O)c2ccc(S(=O)(=O)N(C)C)cc2)on1	5
CCOC(=O)c1c(N=CN(C)C)sc(C(=O)OC)c1C	-5
O=C(NN=Cc1cccnc1)c1cccc(Cl)c1	2
O=S(=O)(NCCn1ncc2c(N3CCCC3)ncnc21)c1ccc(F)cc1	5
O=C(NC[C@@](O)(c1ccccc1)C1CC1)c1cc(-c2ccco2)on1	0
NC(=O)CSc1nc2c(c(=O)n1-c1ccc(Cl)cc1)SCC2	-28
CS[C@H]1CCN(C(=O)Nc2ccccc2)C1	-25

The list goes on; it opens with the 5 that closed the last part.
SMILES	PriA SSB inh
O=C(NN=Cc1cccnc1)c1cccc(Cl)c1	2
O=S(=O)(NCCn1ncc2c(N3CCCC3)ncnc21)c1ccc(F)cc1	5
O=C(NC[C@@](O)(c1ccccc1)C1CC1)c1cc(-c2ccco2)on1	0
NC(=O)CSc1nc2c(c(=O)n1-c1ccc(Cl)cc1)SCC2	-28
CS[C@H]1CCN(C(=O)Nc2ccccc2)C1	-25
CCOC(=O)N1CCN(C(=O)c2ccc(OC)c(I)c2)CC1	-3
O=C(NCC1CCN(Cc2ccco2)CC1)c1ccc2nsnc2c1	-15
COc1ccc(S(=O)(=O)N2CCC[C@H](Oc3nccnc3C#N)C2)cc1C	-18
COc1ccccc1NC(=O)c1c(N)c(C(=O)c2cccc([N+](=O)[O-])c2)n2ccccc12	11
COc1cccc2sc(N3CC(OC(=O)Cn4c(=O)oc5ccccc54)C3)nc12	-6
COc1ccc(-c2ccc(C)c(NS(=O)(=O)CCc3ccccc3)c2)nn1	9
CCOC(=O)CNC(=O)CSc1nnc(Cn2c(=O)sc3ccccc32)n1CCc1ccccc1	7
O=C(O)CC1C(=O)NCCN1Cc1ccco1 (stereo not drawn)	1
CCC(C(=O)NCCn1ncc2c(N3CCCC3)nc(SC)nc21)c1ccccc1 (stereo not drawn)	-8
CCN1CCN(CC(O)COCCOc2cccc(OC)c2)CC1 (stereo not drawn)	-35
Cn1nnc2c(NC3CCCCC3)ncnc21	-2
O=C1Nc2ccccc2Oc2ccc(NS(=O)(=O)Cc3ccccc3Cl)cc21	-5
Cc1cc(SCC(=O)NN=Cc2ccc(O)cc2O)c(C)cc1Br	7
NC(=S)NN=Cc1c[nH]c2ccc(OCc3ccccc3)cc12	29
CC(C)(C)C(=O)N1CCc2ccc(NC(=O)COc3ccc(Cl)cc3Cl)cc21	0
Cc1ccc(NC(=O)CSc2ncnc3c2oc2ccccc23)cc1Cl	-12
O=C(NN=Cc1ccccc1O)c1ccncc1	31
Cc1cc(C)c(S(=O)(=O)NCC(=O)N2CCO[C@H](c3ccccc3)C2)cc1C	-1
COc1cc2[nH]c(=O)n(Cc3ccc(C(=O)NCC(C)c4ccccc4)cc3)c(=O)c2cc1OC (stereo not drawn)	0
O=C1C2C3c4ccccc4C(c4ccccc43)C2C(=O)N1c1ccc(S(=O)(=O)Nc2nccs2)cc1 (stereo not drawn)	19
COc1ccc(C(C)=NNS(=O)(=O)c2cc(C)ccc2C)c(OC)c1	4
CS(=O)(=O)N1CCC(C(=O)Nc2cc(-n3cccn3)ncn2)CC1	-34
Clc1ccc(N2CCN(/N=C\c3ccc4c(c3)OCO4)CC2)cc1	1
O=C(COc1ccc(Cl)cc1)NC[C@H](O)c1csc2ccccc12	-24
CC(=O)c1sc(NC(=O)c2ccc(Br)cc2F)nc1-c1ccccc1	-11
COc1ccc(NC(=O)Cn2nc(SC)c(S(=O)(=O)c3ccc(F)cc3)c2N)cc1OC	3
CCS(=O)(=O)c1ccccc1C(=O)Nc1nc2ccc3nc(C)sc3c2s1	-3
CCSc1ccccc1C(=O)Nc1cnc2ccnn2c1	1
O=C(CCC(=O)c1ccc(Cl)cc1)NCc1cnn2c1CCCC2	-4
Nc1nonc1-n1nnc(C(=O)NN=Cc2cccc(F)c2)c1-c1ccc2c(c1)OCO2	0
c1ccc(OCc2nc(-c3ccccn3)n[nH]2)cc1	104*
COc1cc(C(=O)NCC2CCN(Cc3ccco3)CC2)cc(OC)c1OC	0
Cc1cc(C(=O)N2CCC(c3nnc(-c4ccco4)o3)CC2)no1	-15&-3
O=C(CSc1ncnc2c1cnn2-c1ccc(F)cc1)NCc1ccco1	-15&-11
CC(C)C(=O)Nc1ccc(C(=O)NCCNC(=O)COc2ccccc2)cc1	-8
CCCCc1nnc(NC(=O)c2cc(OC)ncn2)s1	-23
COc1ccc(OC)c(-c2ccc(=O)n(CCNC(=O)Nc3ccccc3Cl)n2)c1	-5&4
C=CCn1c(COc2ccc(Cl)cc2)nnc1SCC(=O)NN=Cc1cccc(O)c1	-5
Cc1cc(OC2CCN(C(=O)c3nc4ccccc4s3)C2)cc(=O)n1C (stereo not drawn)	-8
Cn1nc(CNC(=O)Nc2ccc3c(c2)OCO3)cc1C1CC1	-6

Reprinted at random: 5 records from the list, in no set order.
SMILES	PriA SSB inh
Cn1nc(CNC(=O)Nc2ccc3c(c2)OCO3)cc1C1CC1	-6
Cc1cc(C(=O)N2CCC(c3nnc(-c4ccco4)o3)CC2)no1	-15&-3
c1ccc(OCc2nc(-c3ccccn3)n[nH]2)cc1	104*
Cc1cc(OC2CCN(C(=O)c3nc4ccccc4s3)C2)cc(=O)n1C (stereo not drawn)	-8
C=CCn1c(COc2ccc(Cl)cc2)nnc1SCC(=O)NN=Cc1cccc(O)c1	-5

Later entries:
SMILES	PriA SSB inh
CN(c1ccc(F)cc1)S(=O)(=O)c1ccsc1-c1nc(-c2cccc(Br)c2)no1	3
CCCc1cc(C(=O)OC)c(N2C(=O)C=CC2=O)s1	16
CC12CC3CC(C1)CC(CC(=O)NNC(N)=O)(C3)C2	25
Cc1nn(-c2ccccc2)c(C)c1C=NNC(=O)c1ccccc1O	-7
COc1ccc2nc(-c3cccc(NC(=O)c4c(F)cccc4F)c3)cn2n1	-16
Cc1cc(C=Nn2cnnc2)c(C)n1-c1ccccc1	5
Cc1nc(-c2ccco2)sc1CNS(=O)(=O)c1ccccc1C(F)(F)F	17
O=C1c2ccccc2C(=O)N1CCCc1cnc2ncnn2c1	-6
COCCCNC(=O)C(=O)Nc1cc(C)cc(C)c1	-21
O=C(c1ccc(S(=O)(=O)N2CCOCC2)cc1)N(C(=O)N1CCCCC1)c1cccc(Cl)c1	5
Cc1csc(CN2CCN(C(=O)c3cccs3)CC2)n1	0
COc1ccc2c(c1)CCN(C(=O)[C@@H]1CSc3ncc(C)c(=O)n3C1)C2	-15
COCCn1nc(CNC(=O)c2c(F)cccc2Cl)cc1-c1ccco1	-1
N=C(N1CCN(C(=N)C(Cl)(Cl)Cl)CC1)C(Cl)(Cl)Cl	-23
COc1ccccc1NC(=O)CSc1oc(-c2ccco2)nc1S(=O)(=O)c1ccc(F)cc1	6
COc1ccc(C(=O)NCc2nnc(SCc3ccc(C(F)(F)F)cc3)n2Cc2ccccc2)cc1	-4
NC(=NOCc1ccccc1)c1nonc1N	-9
CN1CCN(C(CN)c2ccc(F)cc2)CC1 (stereo not drawn)	7
O=C(NN=Cc1cccs1)c1ccccc1-n1cccc1	0
CCOc1ccc(N2C[C@@H](NC(=O)Nc3ccc(F)cc3F)CC2=O)cc1	-11
Cc1cc(F)ccc1S(=O)(=O)NCc1cncc(-c2ccsc2)c1	-15
CCOC(=O)CN1CCN(Cc2nc3ccccc3n2C)CC1	-16
COc1ccc(N2CC(NC(=O)COc3ccccc3F)CC2=O)cc1OC (stereo not drawn)	-7
COC(=O)C1CC(OC)CN1S(=O)(=O)c1ccc2oc(=O)n(C)c2c1 (stereo not drawn)	-7
CC(=NNC(=O)Cc1cccc2ccccc12)c1ccncc1	-6
O=C(Cn1cnc2c(-c3ccc(Cl)cc3)csc2c1=O)N1CCN(c2ccc(F)cc2)CC1	2
CC(C)CCN1C(=O)C(C)(C)COc2ccc(NC(=O)Oc3ccccc3)cc21	17
Cc1cccc(NC(=O)CSc2nc3c(c(=O)[nH]2)CN(Cc2ccc4c(c2)OCO4)CC3)c1C	-5
COc1ccccc1C(CNS(=O)(=O)c1ccccc1Cl)OC (stereo not drawn)	-34
O=C(Cn1nc(N2CCOCC2)c2ccccc2c1=O)Nc1ccc2c(c1)OCCO2	-12
CN(/C=C1\Oc2cc(O)ccc2C1=O)Cc1ccccc1	15
O=C1Cc2cc(NC(=O)c3cccc(Br)c3)ccc2N1	-4&16
COc1ccc(N2CCN(CCNC(=O)c3ccc(S(=O)(=O)N(C)C)cc3)CC2)cc1	-19
CCOC(=O)c1c(NC(=O)c2cc(Cl)sc2Cl)csc1-c1ccccc1	-13
CCOC(=O)c1ccccc1NC(=O)CN1N=NC2C(=O)N(c3ccc(F)c(F)c3)C(=O)C21 (stereo not drawn)	4
O=C(Oc1ccc(C=NNC(=O)c2ccccc2O)cc1)c1ccccc1	-17
COc1ccc(C(=O)NCCn2ncc3c(=O)n(Cc4cccc([N+](=O)[O-])c4)cnc32)c(OC)c1	-23
COc1ccc(-c2nn(CC(=O)NC3CCCC3)c(=O)c3nc(C)sc23)cc1OC	3
Cc1ccc(N2CC(NC(=O)C(c3ccccc3)c3ccccc3)CC2=O)cc1C (stereo not drawn)	-8
CC(=O)c1sc(NC(=O)c2cc(Cl)ccc2[N+](=O)[O-])nc1-c1ccccc1	-4

In the list so far, 3 have a nitro group on carbon:
SMILES	PriA SSB inh
COc1ccccc1NC(=O)c1c(N)c(C(=O)c2cccc([N+](=O)[O-])c2)n2ccccc12	11
COc1ccc(C(=O)NCCn2ncc3c(=O)n(Cc4cccc([N+](=O)[O-])c4)cnc32)c(OC)c1	-23
CC(=O)c1sc(NC(=O)c2cc(Cl)ccc2[N+](=O)[O-])nc1-c1ccccc1	-4

The list continues.
SMILES	PriA SSB inh
Cc1cc(C(=O)NCCOc2ccc(F)cc2)ccc1[N+](=O)[O-]	5
COC1(CNS(=O)(=O)c2cccc(Cl)c2C)CCSC1 (stereo not drawn)	6
COc1ncccc1C(=O)N1CCSC(c2ccccc2F)CC1 (stereo not drawn)	-6
COc1ccccc1NC(=O)CCCn1nc(-c2ccc(C)cc2)ccc1=O	-3
NS(=O)(=O)c1ccc2nc(NC(=O)c3cccc(C(F)(F)F)c3)sc2c1	-5
O=C(CSCc1ccccc1)N1CCC(c2cccs2)CC1	-19
CC(=O)c1sc(NN=C2CC3CC2C(C)C3(C)C)nc1C (stereo not drawn)	10
Cc1ccc(-n2[nH]c(C)c(C=NNC(=O)c3ccc(O)cc3O)c2=O)cc1	7
O=C(O)CC1SC(=NN=Cc2ccc(-c3ccc(Cl)cc3[N+](=O)[O-])o2)NC1=O (stereo not drawn)	4
COC(=O)c1ccccc1NC1=CC(=NS(=O)(=O)c2cccs2)c2ccccc2C1=O	30&25
O=C(Nc1nc(C(=O)NCCc2ccc(F)cc2)co1)c1ccsc1	-19
O=C(NCCCO)Nc1ccc(Cl)c(Cl)c1	-21
CCNS(=O)(=O)c1cc(C(C)C)ccc1OCC	-17&-8
C(=N/Nc1nc(-c2ccccc2)cs1)/c1cccs1	6
COCCNS(=O)(=O)c1ccc(F)c(Cl)c1	1
COc1ccc(CCS(=O)(=O)Nc2ccc3c(c2)N(C(=O)c2ccccc2)CCC3)cc1	9
CC1Cc2nc(SCC(=O)NCC3CCCO3)n(CCc3ccccc3)c(=O)c2S1 (stereo not drawn)	-8
CN(C)c1cccc(C(=O)NC[C@](C)(O)c2cc3ccccc3s2)c1	12
CC(=O)N1CC(C(=O)NCCc2ccc(S(N)(=O)=O)cc2)C1	-13
CSc1cccc(-n2nnc(C(=O)OCc3nc(-c4ccc(C)cc4)oc3C)c2C)c1	-16
Cn1nc(C(=O)Nc2cnn(CC3CCOCC3)c2)ccc1=O	-3
CC(C)COc1cccc(OCC(=O)Nc2cccc(Cl)c2)c1	-10&0
Cc1cc(=O)[nH]c(-n2nc(C)c(CCC(=O)NCc3ccc(F)cc3)c2C)n1	0
CCOc1cccc2sc(NC(=O)c3ccc(OC)cc3)nc12	-3
COCCNC(=S)NCc1ccc2c(c1)cc(C)n2C	58
Cc1nn(C(=O)c2cc3c(s2)CCCC3)c(C)c1Sc1ccc(F)cc1	-6
COc1ccc(Cl)cc1C(=O)Nc1cnn(C2CCOCC2)c1	-21
COC(=O)c1ccc(CSc2nnc(NC(=O)C3CC(=O)N(c4ccc(C)c(C)c4)C3)s2)o1 (stereo not drawn)	4
COc1ccc2c(c1)O/C(=C\c1ccc(OS(C)(=O)=O)cc1)C2=O	-4
Cc1ccc2nc(NC(=O)CSc3ccc(-c4sc(-c5ccc(F)cc5)nc4C)nn3)sc2c1	-8
O=C(Cc1ccccc1Cl)Nc1cnn(C2CCOCC2)c1	-15
CCC(=O)NCC(c1ccco1)N1CCN(c2ccccc2)CC1 (stereo not drawn)	-9
CO[C@@H](CNC(=O)Cc1cccc2ccccc12)c1ccccc1C	1
CS(=O)(=O)N1CCC(C(=O)N2CCN(c3nc4c(F)cc(F)cc4s3)CC2)CC1	15
